Screens from PubChem.
12-LOX inh: Primary qHTS assay for inhibitors of human arachidonate 12S-lipoxygenase (ALOX12): Round 2 | Polyunsaturated fatty acid lipoxygenase ALOX12 (Homo sapiens), P18054 | purified 12hLO, xylenol orange hydroperoxide absorbance | Potency, µM (titrated, usually from 108 µM), without a hit: at the top dose activity change, negative = inhibition, actives largely listed as inhibitors | 580,000 compounds, 1.1% hits | AID 1671190, 2021; active means well fitted inhibition curve with a large enough effect; inconclusive means small, poorly fitted or top-dose-only effect, or another doubt; inactive means no such curve, though single readings can be large or run the other way
Target sequence (P18054 whole entry, looked up): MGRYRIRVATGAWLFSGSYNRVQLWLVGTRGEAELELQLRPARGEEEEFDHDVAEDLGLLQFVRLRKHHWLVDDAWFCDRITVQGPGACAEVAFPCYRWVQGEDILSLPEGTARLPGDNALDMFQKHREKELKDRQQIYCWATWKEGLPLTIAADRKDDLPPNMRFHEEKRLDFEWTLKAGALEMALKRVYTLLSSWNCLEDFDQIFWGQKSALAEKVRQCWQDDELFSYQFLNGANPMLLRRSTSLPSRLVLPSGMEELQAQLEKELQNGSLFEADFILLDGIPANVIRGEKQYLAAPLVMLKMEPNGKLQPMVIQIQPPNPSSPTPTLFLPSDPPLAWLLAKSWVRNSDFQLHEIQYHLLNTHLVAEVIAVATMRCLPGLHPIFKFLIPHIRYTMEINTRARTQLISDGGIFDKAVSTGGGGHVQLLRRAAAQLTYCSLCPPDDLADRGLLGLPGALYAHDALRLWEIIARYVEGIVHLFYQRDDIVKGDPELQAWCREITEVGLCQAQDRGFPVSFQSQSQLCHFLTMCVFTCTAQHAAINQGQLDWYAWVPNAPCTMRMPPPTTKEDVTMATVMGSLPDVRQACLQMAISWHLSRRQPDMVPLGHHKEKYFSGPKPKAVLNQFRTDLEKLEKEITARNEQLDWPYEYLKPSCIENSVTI
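Purified human 12hLO at 150 nM in 25 mM Hepes, 0.01% Triton X-100, pH 7.0, preincubated 15 min at room temperature with compound. Reaction started with 40 uM arachidonic acid, 30 min at room temperature. Hydroperoxide measured by Fe-xylenol orange, 573/405 nm absorbance ratio.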
An asterisk follows results filed as active; ? = inconclusive; & = joins results of further samples; [ ] = dose if it differs, or a comment. On the % scale 0 is the no-effect control and ±100 the full control effect; potency means the concentration at half of the fitted maximal effect. An excerpt, so the mix of outcomes need not match the whole.

12-LOX inh	Structure
1%	O=C(CSc1nc(Cl)nc2nc[nH]c12)NCCc1c[nH]c2ccccc12
?	O=C(O)CC(C(=O)O)c1ccco1 (stereo not given)
33%[activator][176 µM]	O=C(Nc1ccc([C@H]2OCC(=O)N(C3CCOCC3)[C@@H]2CO)cc1)c1cnccn1
?	O=S(=O)(c1ccc2c(c1)CCN2Cc1ccccc1Br)N1CCOCC1
1.1µM*	CC(=O)Nc1ccc2sn(-c3ccccc3)c(=O)c2c1
-51%	Cc1ccc(-n2ccn3c(CCC(=O)Nc4ccc(F)c(Cl)c4)nnc3c2=O)cc1C
-14%	COCCNC(=O)C1(C)CCCN(C(=O)CCc2ccccc2)C1 (stereo not given)
?	Cc1ccc(NC(=O)c2ccccc2C(F)(F)F)c(F)c1
-28%	NS(=O)(=O)c1ccc(CCNC(=O)CSc2nc3ccsc3c(=O)n2Cc2ccccn2)cc1
27%	Cc1ccc(-n2c(C3CCN(C(=O)c4ccccc4F)CC3)n[nH]c2=O)cc1
-61%	Cc1cc2nc(SCC(=O)Nc3cc(C(F)(F)F)ccc3Cl)[nH]c(=O)c2[nH]1
54%[activator]	COc1ccccc1C(=O)N1CCCC2(COc3ccccc3C(=O)N2)C1 (stereo not given)
?	COc1ccc(Nc2cc3c(cn2)cc(-c2cccc(F)c2)n3C)cn1
?	CCCCOCCCNC(=O)C[C@@H]1C[C@@]2(C(=O)OC)CCCCC=C2N(Cc2cccc3ccccc23)C1=O
20%	Cc1cc(C(=O)OC(C(=O)N(C)C)c2ccccc2)on1 (stereo not given)
-19%	Cc1ccc(F)c(NC(=O)c2ccn(Cn3nnc(-c4ccccc4)n3)n2)c1
-37%	COCCNC(=O)CS(=O)(=O)Cc1nc(-c2cccc(Cl)c2)oc1C
?	Cc1ccsc1-c1[nH]nc2ncc(-c3ccccc3)nc12
?	O=C(O)c1cnc(NCc2ccncc2)nc1-c1ccccc1
-9%	CCc1nc2c(OCCOc3ccccc3)cccn2c1N(C)C(=O)c1ccc(C)cc1
?	Cc1c(C(=O)N(CCc2cccs2)Cc2cccs2)[nH]c2c1C(=O)CC(C)(C)C2
31%	COc1ccc(NC(=O)c2cc3c(N4CCSCC4)nc(C)cn3n2)c(OC)c1
-9%	Cc1ccsc1C(=O)N1CCC1(C)C(=O)NS(=O)(=O)c1cccc(F)c1 (stereo not given)
-2%	CC(=O)NC(CO)C(=O)N1CCc2c(nc(-c3cccnc3)nc2N(C)C)C1 (stereo not given)

Rewritten in markdown: 3 of the compounds above.
| mol | 12-LOX inh |
| --- | --- |
| O=C(O)c1cnc(NCc2ccncc2)nc1-c1ccccc1 | ? |
| Cc1cc(C(=O)OC(C(=O)N(C)C)c2ccccc2)on1 (stereo not given) | 20% |
| Cc1ccsc1-c1[nH]nc2ncc(-c3ccccc3)nc12 | ? |

Next compounds follow.
12-LOX inh	Structure
32%[activator]	CCS(=O)(=O)N(C1CC1)C1CCOC2(CCN(C(=O)Cc3cccc(F)c3)CC2)C1 (stereo not given)
?	c1ccc2sc(-n3cc(C4CCCCC4)nn3)nc2c1
-6%	COc1ccc(CNC(=O)C[C@@H]2CCNC[C@@H]2Cc2cc(CC3CCCCC3)on2)cc1
27%[176 µM]	CC(=O)Nc1ccccc1-c1c(C)nn2c1N(Cc1ccccc1)CCC2
39%[activator][176 µM]	CCn1cc(-c2cc3c(cn2)CN(Cc2cccnc2)CCN3)cn1
0%	CNC(=O)NC(=O)CN(C)Cc1ccccc1C(F)(F)F
9%	O=C(c1cc(-c2ccncc2)nc2ccccc12)N1CCN(C(=O)C2CC2)CC1
?	O=C1CO[C@H]2CCN(Cc3ccccc3O)CC[C@@H]2N1c1ccccc1
-5%	CC(C)CNC(=O)CSc1nnc(COc2ccc(Cl)cc2)n1C
13%	COc1ccc([C@H]2CN(CCc3ccccc3)C(=O)[C@@H]2CC(=O)Nc2ccccc2)cc1
38%[activator]	Fc1ccccc1OCC1CCCN(c2nccc(-c3cccnc3)n2)C1 (stereo not given)
-5%	CN(C)CCCNC(=O)c1nc2ccccc2c(=O)[nH]1
56%[activator][176 µM]	CN(Cc1ccccn1)C1CCCc2ccccc21 (stereo not given)
-8%	CCCS(=O)(=O)NC(=O)C1(C)CCCN(C(=O)c2cc(C)n(C(C)(C)C)n2)C1 (stereo not given)
20%[176 µM]	O=C1CO[C@H]2CN(Cc3ccc(C(F)(F)F)cc3)C[C@H]2N1
-3%	CC(NC(=O)Cc1csc2nc(-c3ccccc3)cn12)c1ccc(Cl)cc1 (stereo not given)
20%	O=C(CCn1nnc2ccccc21)OCC(=O)c1ccc(Cl)c(Cl)c1
-24%	CC1=C(C(=O)N2CCOCC2)CC(CC(=O)NCCc2ccccn2)C(=O)N1CCCN1CCCC1=O (stereo not given)
?	COc1ccc2nc(SCC(=O)N3N=C(c4cccs4)CC3c3ccco3)[nH]c2c1 (stereo not given)
50%[activator]	c1ccc(CN2CCN(c3nccc(-c4ccncc4)n3)CC2)nc1
15%	COc1ccc(C(=O)NNC(=O)CC2Sc3ccc(Cl)cc3NC2=O)cc1OC (stereo not given)
-1%	CC(C)c1noc(-c2cn(C3CCN(C(=O)c4ccc(Cl)cc4)C3)nn2)n1 (stereo not given)
-3%	Cc1ccc(C(=O)O)cc1F
2%	Cc1cc(Cl)ccc1NC(=O)c1ncoc1-c1ccco1
10%	O=C(NCCc1ccccc1)c1ccc(N2CC3CC(C2)[C@H]2CCCC(=O)N2C3)nc1 (stereo not given in full)
-4%	O=C(C1CCC1)N1CCC2(CC1)CC(N(Cc1ccccc1)C1CC1)CCO2 (stereo not given)
?	O=S(=O)(N[C@H]1CO[C@H]2[C@@H]1OC[C@@H]2n1cc(-c2ccccn2)nn1)c1cccc2cccnc12
10%	CC(C)NC(=O)CNC(=O)C(=O)Nc1cccc2[nH]ccc12
25%[176 µM]	CN(C)C[C@H]1O[C@H](Cc2cc(CN3CCOCC3)on2)CC[C@@H]1O
22%	COCCOC1CCOC2(CCN(C(=O)Cc3ccccc3F)CC2)C1 (stereo not given)
92%&34%[activator][176 µM]	CN(Cc1ccc(F)cc1)Cc1ccccc1C(F)(F)F
?	CCNC(=O)NC(=O)COC(=O)c1cc(-c2cccs2)nc2ccccc12
49%	Cc1cccc(OCCc2noc(C3CCN(C(=O)c4cc(C)nn4C)C3)n2)c1 (stereo not given)
14%[176 µM]	CN(C)C(=O)c1ccn2nccc2c1
-24%	O=C(/C=C/c1ccc(Br)cc1)N(C1CCCCC1)C1CCCCC1
25µM*	COc1ccc(-c2noc([C@@H]3CCCN3C(=O)c3ccc(C#N)cc3)n2)cc1OC
7%	O=C1/C(=C\c2cccc(Cl)c2)Cc2ccccc21
-18%	O=c1c2ccccc2c(-c2nnc(SCC3CCCO3)o2)nn1Cc1ccccc1 (stereo not given)
12%	COc1cc(C=O)c(-c2ccccc2)cc1OC
14%[176 µM]	Cn1cnc2ccc(-c3cccc(O)c3)nc2c1=O
11%	O=C(O)CCCCCCCCCc1cccs1
50µM*	O=C(Nc1nc(-c2c[nH]c3ccccc23)cs1)C1CCC1
20%	CNS(=O)(=O)c1cc(NS(=O)(=O)c2c(F)cc(F)cc2Br)ccc1C
?	COc1cc(C(=O)Nc2nc(C)c(C(=O)N(C)C)s2)cc(OC)c1OC
73%[activator]	COc1ccccc1C(=O)NC1CCN(c2cc(-c3cccs3)[nH]n2)C1 (stereo not given)
1%	COc1ccc2c(c1)CCCN2S(=O)(=O)c1cc(C)ccc1C
0%	CCOP(=O)(OCC)c1nc(-c2cccs2)oc1NCc1ccc(F)cc1
35%[activator]	CC(C)CN1C(=O)c2ccccc2C(C(=O)Nc2nccs2)C12CCCC2 (stereo not given)
5%	NC(CCc1ccccc1)c1csc(Nc2ccc(C(=O)NCCCO)cn2)n1 (stereo not given)
63%[activator][176 µM]	COc1ccc(-c2[nH]nc3ncc(C(=O)N(C)c4cccnc4)nc23)c(C)c1
-6%	COc1ccc(C2Oc3c(C(C)(C)C)cc(C(C)=O)c4c(OC(C)=O)c(C(C)(C)C)cc2c34)cc1OC (stereo not given)
1%	CN(C)c1ccc(NC(=O)Cn2cccc2-c2nc(-c3ccc4c(c3)OCO4)no2)cc1
-18%	Cc1oc(-c2ccccc2)nc1CC(=O)Nc1cc(Cl)c(N)c(Cl)c1
48%[activator]	O=C1CCN(S(=O)(=O)c2ccccc2)CCCN(C(=O)COc2ccccc2)CCN1
?	COC(=O)c1ccc(N2C(c3cccc(OC)c3)=Cc3ccc(F)cc3C2c2c(C)[nH]c3ccccc23)cc1 (stereo not given)
-67%	O=C(c1cccs1)N(Cc1ccc2[nH]ccc2c1)C1CC1
5%	Cn1c(SCC(=O)NCc2cccs2)nnc1-c1ccc2c(c1)OCCCO2
72%[activator]	CN[C@@H](C)C(=O)N1CC[C@H](NC(=O)c2ccncc2)C[C@H]1C(=O)N[C@@H](Cc1ccc(OC)cc1)C(N)=O
-1%	O=C(OCc1cn([C@@H]2CN(C(=O)C3CCCCC3)[C@@H](c3ccc(Cl)cc3)C[C@H]2O)nn1)c1ccccc1
31%[activator]	O=C(Cn1cnc2ccsc2c1=O)N(Cc1cccs1)c1ccc2c(c1)OCCO2

An excerpt of these results, with each value named.
O=C(c1cccs1)N(Cc1ccc2[nH]ccc2c1)C1CC1
  12-LOX inh = -67%
Cn1c(SCC(=O)NCc2cccs2)nnc1-c1ccc2c(c1)OCCCO2
  12-LOX inh = 5%

(more compounds)
12-LOX inh	Structure
20%	CCN(CC)C(=O)Cn1ccn2nc(-c3ccccc3)c(CO)c2c1=O
36%	C=CCNC(=O)C(NC(=O)c1ccc2c(c1)OCO2)C1CCN(C(=O)c2cccc(F)c2)CC1 (stereo not given)
-10%	C[C@H](O)[C@@H]1C(=O)N2CCc3c([nH]c4c(-c5ccccc5)cccc34)[C@@H]2C[C@@H]1N(C)C(=O)Nc1ccccc1
-8%	Cc1cc(NC(=O)C(=O)c2c[nH]c3ccc(F)cc23)no1
24%	CCOC(=O)C(NC=C(C#N)C#N)C(=O)OCC
5%	O=C(CC1C(=O)N(Cc2ccccn2)c2nc3ccccc3n21)Nc1ccccc1 (stereo not given)
-20%[176 µM]	Cc1ccsc1-c1[nH]nc2ncc(-c3ccccc3O)nc12
?	O=C(CSc1cccc2cccc(Cl)c12)Nc1ccc2ccccc2c1
22µM*	Fc1ccc(CCNC(=S)Nc2ccc(Oc3ccccc3)cc2)cc1
?	CCSc1nc2c(c(=O)[nH]1)C(c1ccc(O)c(OC)c1)C1=C(CCCC1=O)N2 (stereo not given)
0%	COC(=O)c1ccoc1COC(=O)Cc1coc2cc(C)c(C)cc12
9%	Cc1noc(CSc2nnc(Nc3ccc(C(C)C)cc3)s2)n1

The closing 5 entries of the part above are carried over, then new ones follow:
12-LOX inh	Structure
?	O=C(CSc1cccc2cccc(Cl)c12)Nc1ccc2ccccc2c1
22µM*	Fc1ccc(CCNC(=S)Nc2ccc(Oc3ccccc3)cc2)cc1
?	CCSc1nc2c(c(=O)[nH]1)C(c1ccc(O)c(OC)c1)C1=C(CCCC1=O)N2 (stereo not given)
0%	COC(=O)c1ccoc1COC(=O)Cc1coc2cc(C)c(C)cc12
9%	Cc1noc(CSc2nnc(Nc3ccc(C(C)C)cc3)s2)n1
-2%	CCOC(=O)c1ccc(NC(=O)CN2C(=O)NC3(CCS(=O)(=O)CC3)C2=O)cc1
5%[6.33 µM]	N#Cc1ccc(CN2CCCC3(CN[S+](=O)([O-])c4cccnc4O3)C2)cc1 (stereo not given)
31%[activator]	CCOC(=O)C1CCN(C(=O)C2(c3ccc(NS(C)(=O)=O)cc3)CCCCC2)CC1
24%	CN(Cc1ccc(F)cc1)C(=O)c1cc(-c2ccncc2)nc2ccccc12
-22%	O=C(NC1(C(F)(F)F)N=C(c2ccccc2)N(Cc2ccco2)C1=O)c1cccs1 (stereo not given)
14%	CS(=O)(=O)c1ccc(-c2ccc3c(c2)CC(CNC(=O)C2(N4CCOCC4)CCCCC2)O3)cc1 (stereo not given)
6%	Oc1ccc(Cl)cc1CN1CCOc2c(O)cc(-c3nc4ccccc4s3)cc2C1
-4%	CCc1cccc(CC)c1N1C(=O)C2=C(SCCCS2)C1=O
41%[activator]	COc1ccccc1C1NC(=O)N(CC(=O)N2CCCC2)C2=C1C(=O)OC2 (stereo not given)
-4%	CC(C(=O)NCCc1ccccc1)N1C(=O)COc2ccc(C(=O)COc3cccc(Cl)c3)cc21 (stereo not given)
1%	COc1ccc(-c2noc(-c3nc(-c4ccccn4)no3)n2)cc1
117%[activator]	N#Cc1ccc(C2c3nc[nH]c3CCN2Cc2ccc3ccccc3n2)cc1 (stereo not given)
38%[activator]	CCN(Cc1nccn1C)C(=O)c1ccc(NC[C@H]2C[C@H]3C=C[C@H]2C32CC2)nc1
9%	CC(C)(C)c1cc(-c2nc3ccccc3[nH]2)cc(C(C)(C)C)c1O
18%	C=CCn1cc2c3c(cccc31)[C@H](CC(C)C)N[C@H](C(=O)NCCCN1CCCC1=O)C2
20%[176 µM]	COCC(=O)N1CCN(C(=O)c2cccc(F)c2)C[C@H]1C(=O)OC
